PvdQ inh: P. aeruginosa PvdQ acylase inhibitors, primary screen, biochemical, fluorescence, plate reader and imaging, single point | inhibition, % at 10 µM | 340,000 compounds, 0.063% hits | purified PvdQ acylase; in the data active = inhibition above about 30%, passing the limit was not always enough;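 note: 0% = vehicle neutral wells and 100% = reference inhibitor wells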
CAL PDZ FP-1: CAL PDZ peptide-binding inhibitors, primary screen, biochemical, fluorescence polarization, Cer-tagged CAL PDZ, HTS | purified CAL PDZ, TMR-peptide fluorescence polarization, 1 h | Golgi-associated PDZ and coiled-coil motif-containing protein (Homo sapiens), Q9HD26 | 330,000 compounds, 0.02% hits | AID 504414, 2011 | inhibition, % at 20 µM;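 active = highest replicate inhibition of at least 40%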;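 note: plate controls were DMSO neutral control wells for no effect and unlabeled competitor peptide control wells for full effect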
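Material – purified CerCALP PDZ construct · Detection – FP readout, S and P plane fluorescence · Measure – percent inhibition from loss of millipolarization · Controls – unlabelled peptide for full inhibition, DMSO wells as neutral · Probe or stimulus – TMR-labelled reporter peptide T*-PRC34 bound in PDZ groove · Times – 1 h at RT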
NSD2 HMT inh: NSD2 histone methyltransferase inhibitors, primary screen, biochemical, AlphaScreen, single concentration, set 2; NSD2 peptide methylation, 120 min; inhibition, % at 12.5 µM; 310,000 compounds, 0.54% hits; AID 743445, 2014; in the data active = inhibition above about 50%
Target sequence (O96028 whole entry, looked up): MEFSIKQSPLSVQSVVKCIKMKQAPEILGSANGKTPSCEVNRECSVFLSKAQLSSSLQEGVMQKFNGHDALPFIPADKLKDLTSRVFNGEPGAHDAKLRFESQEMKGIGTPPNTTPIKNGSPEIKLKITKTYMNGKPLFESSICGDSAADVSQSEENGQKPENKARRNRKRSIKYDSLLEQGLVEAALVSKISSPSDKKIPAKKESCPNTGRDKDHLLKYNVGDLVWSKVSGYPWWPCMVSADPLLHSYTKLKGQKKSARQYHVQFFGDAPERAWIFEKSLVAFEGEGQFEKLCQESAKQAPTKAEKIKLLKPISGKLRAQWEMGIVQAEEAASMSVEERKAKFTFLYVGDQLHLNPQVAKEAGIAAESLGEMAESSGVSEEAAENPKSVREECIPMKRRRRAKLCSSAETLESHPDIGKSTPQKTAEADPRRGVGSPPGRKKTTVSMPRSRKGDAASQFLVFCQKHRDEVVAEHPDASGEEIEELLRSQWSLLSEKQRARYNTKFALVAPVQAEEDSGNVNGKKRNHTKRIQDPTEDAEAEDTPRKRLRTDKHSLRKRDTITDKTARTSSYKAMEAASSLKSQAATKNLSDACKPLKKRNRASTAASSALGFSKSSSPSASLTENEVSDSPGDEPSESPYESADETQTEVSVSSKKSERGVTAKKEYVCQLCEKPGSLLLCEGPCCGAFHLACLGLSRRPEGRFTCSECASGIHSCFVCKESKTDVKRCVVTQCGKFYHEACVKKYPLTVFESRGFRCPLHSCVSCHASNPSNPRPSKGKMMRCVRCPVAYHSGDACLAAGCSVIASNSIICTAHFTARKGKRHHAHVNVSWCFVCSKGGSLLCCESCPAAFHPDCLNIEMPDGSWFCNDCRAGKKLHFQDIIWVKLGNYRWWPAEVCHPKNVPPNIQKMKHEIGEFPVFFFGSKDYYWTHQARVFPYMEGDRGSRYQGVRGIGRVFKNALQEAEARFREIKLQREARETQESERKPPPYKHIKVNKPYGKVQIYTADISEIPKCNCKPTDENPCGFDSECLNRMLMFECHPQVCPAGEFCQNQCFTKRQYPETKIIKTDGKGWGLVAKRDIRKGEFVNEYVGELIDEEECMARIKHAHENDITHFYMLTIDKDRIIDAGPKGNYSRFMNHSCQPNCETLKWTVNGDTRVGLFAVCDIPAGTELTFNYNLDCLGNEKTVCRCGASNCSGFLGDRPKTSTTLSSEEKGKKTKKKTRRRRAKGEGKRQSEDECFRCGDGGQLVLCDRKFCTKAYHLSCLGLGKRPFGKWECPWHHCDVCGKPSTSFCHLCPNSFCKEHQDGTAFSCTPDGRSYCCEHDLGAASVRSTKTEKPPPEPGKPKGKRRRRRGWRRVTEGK
Rtt109 Vps75: inhibitors of C. albicans Rtt109/Vps75 HAT, primary screen, biochemical, ThioGlo CoA-SH fluorescence, plate reader | purified Rtt109/Vps75, 4 h | inhibition, % at 34.9 µM | Histone acetyltransferase RTT109 (Candida albicans (strain SC5314 / ATCC MYA-2876)), … | AID 540336, 2011 | 330,000 compounds, 0.16% hits;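 active = inhibition of at least 50% in every replicate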
SR-BI uptake up: activators of SR-BI mediated DiI-HDL uptake, primary screen, ldlA[mSR-BI] CHO cells, DiI fluorescence. activation, % at 12.5 µM. 3 h; 100 = double the neutral-control signal. 320,000 compounds, 0.096% hits;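 active = mean replicate activation of at least 60% and every replicate at or above 60%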;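 note: 0% = median plate neutral-control signal and 100% = twice that signal; values of inactives mirror those of a sister screen read the other way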
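Assay system: CHO ldlA[mSR-BI] cells, LDL receptor-null, SR-BI overexpressing; medium: Ham's F12 with 0.5% BSA, HEPES 25 mM, pH 7.4; also added: DiI-HDL 10 µg/mL; timing: 3 h uptake period with compound, 37 °C; signal: DiI fluorescence, bottom read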
SR-BI HDL uptake: inhibitors of SR-BI mediated HDL lipid uptake, primary screen, ldlA[mSR-BI] cells, fluorescence, single point; Scavenger receptor class B member 1 (Mus musculus), Q61009; ldlA[mSR-BI] CHO cells, DiI-HDL uptake fluorescence, 3 h; inhibition, % at 12.5 µM; 320,000 compounds, 0.96% hits;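 active = mean replicate inhibition of at least 70% and a set share of replicates each scoring 70 or more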;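 note: 0% = median of neutral control wells and 100% = median of positive control wells; values of inactives mirror those of a sister screen read the other way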
dFosB act: activators of delta FosB homodimer, primary screen, biochemical, fluorescence polarization, TAMRA-CDK5 oligo, single point. AID 493131, 2011. 340,000 compounds, 0.99% hits. activation, % at 25 µM. purified delta FosB; percent of positive-control signal above neutral wells;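 active = mean activation above about 17%, with every replicate also reaching it, limit read from the data, passing the limit was not always enough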;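 note: fluorescence polarization rise as delta FosB binds a TAMRA Cdk5 AP-1 oligo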
MITF act: activators of MITF-driven TRPM1 promoter reporter, primary screen, cell-based, SK-MEL-5, luciferase, single point | SK-MEL-5 TRPM1-promoter luciferase, 24 h; % of positive control, neutral wells = 0 | activation, % at 12.5 µM | 300,000 compounds, 0.75% hits | AID 588334, 2011;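 active = mean activation of at least 80% with every replicate also reaching 80%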;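 note: 0% = neutral control wells and 100% = parthenolide positive control wells; values of inactives mirror those of a sister screen read the other way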
PfHsp90 yeast 2: growth inhibition of PfHsp90-expressing yeast, primary screen, antimalarial PfHsp90 inhibitor project, S. cerevisiae, BacTiter-Glo luminescence, single point, set 2 | 310,000 compounds, 0.32% hits | BacTiter-Glo ATP, 48 h; yeast lacking PDR1 and PDR3 efflux regulators | inhibition, % at 9.4 µM | AID 504621, 2011;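 active = every replicate shows inhibition above about 80%, whatever the replicate mean, limit read from the data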;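 note: 0% = DMSO neutral controls and 100% = 20 µM radicicol positive controls; yeast relying on Plasmodium falciparum Hsp90 in place of its own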
CAL PDZ FP-2: untagged CAL PDZ binding inhibitors, primary screen, biochemical, fluorescence polarization, HTS; Golgi-associated PDZ and coiled-coil motif-containing protein (Homo sapiens), Q9HD26; 300,000 compounds, 0.92% hits; inhibition, % at 24.9 µM; AID 602252, 2012; purified CAL PDZ, TMR-peptide fluorescence polarization, 1 h;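 active = mean inhibition of at least 30% with at least half of replicates also reaching 30%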;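 note: 0% = DMSO neutral control and 100% = excess unlabeled competitor peptide PRC23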
Numbers without * were called inactive; x = not tested or not shown. Compounds as they come; about 4.3% have a hit in one of these screens.

Value order: PfHsp90 yeast 2 | NSD2 HMT inh | MITF act | Rtt109 Vps75 | SR-BI HDL uptake | CAL PDZ FP-2 | CAL PDZ FP-1 | dFosB act | PvdQ inh | SR-BI uptake up
[1] CC(=O)N1c2ccc(S(=O)(=O)N3CCC(C(=O)NCc4ccc(C)cc4)CC3)cc2CC1C (configuration not stated)
 : -51 | x | -10 | 29 | -24 | -1 | -0.3 | -9 | 1 | 24
[2] Cc1nn(Cc2ccc(Cl)cc2Cl)c(C)c1NC(=O)c1ccc(COc2cc(Cl)ccc2Cl)o1
 : -18 | -1 | -10 | -5 | 47 | -4 | -2.4 | -15 | -3 | -47
[3] CC(C)OCCCNC(=O)CCc1nc(-c2ccccc2)no1
 : x | x | x | -23 | -13 | -6 | x | -3 | -11 | 13
[4] O=C(COC(=O)c1cc([N+](=O)[O-])ccc1N1CCOCC1)c1ccc(OC(F)F)cc1OC(F)F
 : -2 | -6 | -2 | 7 | 76* | 7 | -2.1 | -8 | 0 | -76
[5] CCN(CC)S(=O)(=O)c1cccc(NN=c2c(=O)c3ccccc3c2=O)c1
 : 12 | 7 | -22 | -6 | x | -3 | -2.7 | 2 | -14 | x
[6] COc1ccc(C(C(=O)NC2CCCC2)N(Cc2ccccc2)C(=O)c2nsc(Cl)c2Cl)cc1 (configuration not stated)
 : 13 | 0 | 3 | 6 | -21 | -1 | -1.0 | -1 | 19 | 21
[7] CC(=O)N1N=C(c2ccc(NS(C)(=O)=O)cc2)CC1c1ccc2nccnc2c1 (configuration not stated)
 : 8 | 6 | -3 | -4 | 10 | -3 | -1.9 | -8 | -24 | -10
[8] O=C(COc1cc2oc(=O)c3c(c2cc1Cl)CCC3)Nc1cccnc1
 : 12 | -6 | 53 | 0 | 8 | -1 | -2.6 | -6 | -10 | -8
[9] O=C(C1=C[C@H](c2ccc3c(c2)OCO3)C[C@H](OCc2ccc(CO)cc2)O1)N1CCN(Cc2ccc3c(c2)OCO3)CC1
 : -8 | x | -6 | -6 | -21 | -1 | -0.2 | -8 | -11 | 21
[10] O=C(CCN1CCOCC1)Nc1ccccc1
 : x | -2 | x | 1 | -25 | -3 | -4.8 | -1 | -12 | 25
[11] COc1ccc(CN2CCCC(C(=O)Nc3cccc(-n4cnnn4)c3)C2)c(C)c1C (configuration not stated)
 : -14 | 12 | 0 | -3 | x | x | -4.9 | -6 | -1 | x
[12] Cc1nnc(NN2CCOCC2)[nH]c1=O
 : 16 | 0 | 3 | 2 | -9 | 14 | -1.1 | 5 | -8 | 9
[13] O=C1CC(C(=O)Nc2ccccc2)N=C(N2CCOCC2)N1 (configuration not stated)
 : x | 5 | x | 6 | x | 1 | x | -4 | -7 | x
[14] COc1cc(OC)cc(-c2c(-c3cccs3)c3cc(-c4ccn[nH]4)ccc3n2C)c1
 : -4 | x | -18 | 3 | 57 | -3 | -0.8 | 5 | -2 | -57
[15] C#Cc1cccc(NC(=O)c2ccc3c(c2)C(=O)N(Cc2cccnc2)C3=O)c1
 : 2 | -1 | -4 | 3 | 43 | -1 | -1.5 | -7 | -12 | -43

Sorted by molar mass (rising): eight of the compounds above.
Value order: PfHsp90 yeast 2 | NSD2 HMT inh | MITF act | Rtt109 Vps75 | SR-BI HDL uptake | CAL PDZ FP-2 | CAL PDZ FP-1 | dFosB act | PvdQ inh | SR-BI uptake up
[12] Cc1nnc(NN2CCOCC2)[nH]c1=O
 : 16 | 0 | 3 | 2 | -9 | 14 | -1.1 | 5 | -8 | 9
[13] O=C1CC(C(=O)Nc2ccccc2)N=C(N2CCOCC2)N1 (configuration not stated)
 : x | 5 | x | 6 | x | 1 | x | -4 | -7 | x
[3] CC(C)OCCCNC(=O)CCc1nc(-c2ccccc2)no1
 : x | x | x | -23 | -13 | -6 | x | -3 | -11 | 13
[8] O=C(COc1cc2oc(=O)c3c(c2cc1Cl)CCC3)Nc1cccnc1
 : 12 | -6 | 53 | 0 | 8 | -1 | -2.6 | -6 | -10 | -8
[7] CC(=O)N1N=C(c2ccc(NS(C)(=O)=O)cc2)CC1c1ccc2nccnc2c1 (configuration not stated)
 : 8 | 6 | -3 | -4 | 10 | -3 | -1.9 | -8 | -24 | -10
[14] COc1cc(OC)cc(-c2c(-c3cccs3)c3cc(-c4ccn[nH]4)ccc3n2C)c1
 : -4 | x | -18 | 3 | 57 | -3 | -0.8 | 5 | -2 | -57
[6] COc1ccc(C(C(=O)NC2CCCC2)N(Cc2ccccc2)C(=O)c2nsc(Cl)c2Cl)cc1 (configuration not stated)
 : 13 | 0 | 3 | 6 | -21 | -1 | -1.0 | -1 | 19 | 21
[2] Cc1nn(Cc2ccc(Cl)cc2Cl)c(C)c1NC(=O)c1ccc(COc2cc(Cl)ccc2Cl)o1
 : -18 | -1 | -10 | -5 | 47 | -4 | -2.4 | -15 | -3 | -47

Going on with the list:
Value order: PfHsp90 yeast 2 | NSD2 HMT inh | MITF act | Rtt109 Vps75 | SR-BI HDL uptake | CAL PDZ FP-2 | CAL PDZ FP-1 | dFosB act | PvdQ inh | SR-BI uptake up
[16] Cc1ccc(S(=O)(=O)N2CCN(C(=O)c3cc(=O)[nH]c4ccccc34)CC2)c(C)c1
 : 6 | 2 | 1 | 3 | -6 | 2 | -0.9 | -5 | 5 | 6
[17] COCc1cc(C)nc(SCC(=O)NC2CCCCC2C)c1C#N (configuration not stated)
 : -33 | 0 | -4 | 19 | -9 | -6 | -1.5 | -1 | -8 | 9
[18] CC1CCCCN1C(=O)N[C@@H](Cc1ccccc1)C(=O)O (some centres not stated)
 : -24 | -3 | -9 | -9 | -9 | x | -0.2 | 4 | -22 | 9
[19] Cc1ccc2c(c1)N(C(=O)NC1CCCCC1)C(C)(C)CC2C (configuration not stated)
 : 1 | 0 | 5 | 1 | -26 | -1 | -1.8 | -3 | -6 | 26
[20] O=C(N1CCOCC1)N1CCN(S(=O)(=O)N2CCCCC2)CC1
 : -8 | -3 | -4 | -1 | -22 | -5 | -0.9 | -2 | -8 | 22
[21] CCCCOc1cccc(C(=O)NC(=S)Nc2ccc(Cl)c(C(=O)O)c2)c1
 : 0 | -2 | 2 | 7 | -28 | x | -2.1 | -4 | -10 | 28
[22] COc1ccc(Nc2nc(N)nc(CSC(=S)N3CCN(C)CC3)n2)cc1
 : 15 | 2 | 1 | 0 | -3 | -1 | -2.0 | -3 | 15 | 3
[23] O=C(N/N=C/c1cn(-c2ccccc2)nc1-c1ccc(F)cc1)c1ccc(Br)o1
 : -10 | -1 | 13 | -1 | 87* | -1 | -0.7 | -9 | -11 | -87
[24] CCOc1ccc(-c2nc(CSCC(=O)NCCCN3CCCC3=O)c(C)o2)cc1
 : -13 | 0 | -2 | -6 | 2 | 3 | -1.2 | -2 | -1 | -2
[25] O=C(NCc1ccco1)c1nnc(Cc2ccc(Cl)cc2)o1
 : 7 | x | 10 | 4 | -4 | x | -0.5 | 7 | -14 | 4
[26] CCOc1ncccc1C(=O)OCC(=O)Nc1cc(S(=O)(=O)N2CCCCC2)ccc1Cl
 : 20 | -2 | 6 | 2 | 5 | 13 | 0.1 | -10 | -11 | -5
[27] Cc1nn(C)cc1/C=C/C(=O)c1ccccc1
 : 6 | 4 | 39 | 8 | 2 | x | -1.8 | -4 | 11 | -2
[28] CCC(C(=O)OCC(=O)N1CCN(S(=O)(=O)c2ccc(C)cc2C)CC1)c1ccccc1 (configuration not stated)
 : -15 | -2 | -8 | 9 | 18 | -7 | -1.1 | -18 | -18 | -18
[29] O=C(O)c1cc(Nc2cc(Cl)c3nonc3c2[N+](=O)[O-])ccc1O
 : -12 | 16 | 7 | 1 | 24 | -3 | -0.3 | -8 | 0 | -24
[30] CCOc1ccc(CC(=O)N2CCN=C2SC)cc1
 : -31 | -4 | 7 | -1 | -12 | 9 | -2.2 | -2 | -9 | 12

Value order: PfHsp90 yeast 2 | NSD2 HMT inh | MITF act | Rtt109 Vps75 | SR-BI HDL uptake | CAL PDZ FP-2 | CAL PDZ FP-1 | dFosB act | PvdQ inh | SR-BI uptake up
[31] FC(F)(F)c1cccc(-c2nn[nH]n2)c1
 : 11 | 0 | 1 | -7 | x | 0 | -1.9 | 10 | 0 | x
[32] Cc1c(O)nc(SC2CC(=O)N(c3ccccc3)C2=O)[nH]c1=O (configuration not stated)
 : 3 | -2 | -12 | -6 | 3 | 2 | -1.1 | -3 | -9 | -3
[33] N#CCCN(C(=O)COC(=O)C1CCN(S(=O)(=O)c2ccccc2C(F)(F)F)CC1)c1ccccc1
 : 11 | -2 | -4 | 3 | 6 | x | 0.1 | -22 | -13 | -6
[34] O=C(Nc1cc(Cl)cc(Cl)c1)c1cnn2cccnc12
 : 12 | 15 | 18 | -10 | -12 | -3 | 0.1 | 5 | -12 | 12
[35] Cc1cc(C)nc(NS(=O)(=O)c2ccc(NC(=O)c3ccc4c(c3)OCO4)cc2)n1
 : -4 | -2 | 8 | -8 | 3 | -3 | -0.8 | 1 | 13 | -3
[36] CC(=O)Nc1nonc1-c1ccccc1
 : x | -1 | 6 | 10 | -37 | -2 | 0.1 | 3 | -11 | 37
[37] NC(=O)C1=C[C@@H](c2ccc(C(F)(F)F)cc2)C[C@@H](OCCCCO)O1
 : 7 | x | 0 | 11 | -2 | -2 | 1.8 | -5 | -10 | 2
[38] O=C(Nc1nnc(-c2ccccc2F)s1)C1CCN(S(=O)(=O)c2ccc(Cl)cc2)CC1
 : 2 | 1 | -7 | 1 | -10 | -3 | 0.1 | 3 | -5 | 10
[39] CCOC(=O)C1=C(C)NC2=C(C(=O)CC(c3cccs3)C2)C1c1cccs1 (configuration not stated)
 : 24 | -4 | -58 | -3 | 14 | x | -1.3 | -3 | 0 | -14
[40] COCCCNC(=S)Nc1ccc(C)cc1
 : -10 | -4 | -1 | 0 | -17 | 5 | -0.4 | -2 | -3 | 17
[41] Cc1ccc(-n2c(=O)c3sccc3n(CC(=O)N3CCCC3)c2=O)cc1
 : -15 | -3 | 6 | -10 | 6 | x | -0.6 | 4 | -12 | -6
[42] NC(=O)c1c(NC(NC(=O)c2ccco2)C(=O)c2ccc(Cl)cc2)sc2c1CCCC2 (configuration not stated)
 : -13 | 8 | 0 | 3 | -15 | -3 | -1.3 | -9 | -1 | 15
[43] Cn1cc(Br)c(C(=O)NNC(=O)c2ccc(Br)cc2)n1
 : 19 | 4 | 20 | 14 | -18 | 1 | -3.3 | 4 | 10 | 18

Bioassay records: PubChem BioAssay, Broad Institute
